Bioassay records deposited in PubChem by several laboratories.
KKLEB cytotox: CF airway cell cytotoxicity counter-screen. KKLEB CF airway cells viability, ATPlite luminescence, overnight; stronger effect = lower value; cells stimulated with P. aeruginosa culture filtrate. activity change (cytotoxicity), % at 5 µM. 360,000 compounds, 0.36% hits. AID 602141;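 active means corrected activity change at or below -50% at 5 µM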
Shn3 inh set2: Schnurri-3 reporter inhibition in Clone20 osteoblasts. Clone20 osteoblast Shn3 3'UTR firefly luciferase, 24 h. inhibition, % at 12.5 µM. 360,000 compounds, 0.52% hits;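 active means mean inhibition of at least 75% with every replicate also reaching 75%; inconclusive means mean inhibition at least 75% but some replicate below; inactive means mean inhibition below 75%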;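 further: 0% = median of neutral control wells and 100% = pilot-screen positive control compound; some compounds past the cut are filed as inactive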
CF NFkB inh: inhibitors of cystic fibrosis induced NF-kB; 360,000 compounds, 0.86% hits; KKLEB NF-kB-GFP reporter, PAF-induced, GFP fluorescence overnight; inhibition, % at 5 µM; AID 588850;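 active means at least 50% inhibition at 5 µM, scaled per plate between neutral and stimulator controls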;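 further: PAF is a Pseudomonas aeruginosa culture filtrate used as stimulus; plate controls were PAF-stimulated DMSO wells for no effect and unstimulated DMSO wells for full effect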
HIF-2a block: inhibitors of HIF-2a | 786-0 RCC cells HIF-2a reporter, luciferase luminescence, overnight | inhibition, % at 18.8 µM | 360,000 compounds, 0.72% hits | AID 624352;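 active means inhibition of the luminescence signal of 40% or more relative to plate controls, in a single-dose primary screen at 18.75 µM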
iPSC survival up: increases survival of single human iPS cells; hiPSC single-cell survival, ATPlite luminescence; 100% = ROCK inhibitor wells, 0% = DMSO; survival enhancement, % at 20 µM; 360,000 compounds, 0.044% hits; AID 602274; in the data active means survival enhancement above about 18%;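 further: cells exposed to compounds for 16 hours before the ATP read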
TRPM1 prom inh: MITF TRPM1 promoter inhibition in SK-MEL-5 cells; SK-MEL-5 TRPM1 promoter luciferase, 24 h; inhibition, % at 12.5 µM; 330,000 compounds, 0.83% hits;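 active means mean inhibition across replicates of 60% or more, whatever share of single replicates reaches that level; inconclusive means some that reach 60%, reason not given; inactive means mean inhibition across replicates below 60%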; further: values of inactives mirror those of a sister screen read the other way
Peg3 prom inh: inhibitors of Peg3 promoter. HeLa PEG-Prom luciferase reporter, luminescence, overnight. 360,000 compounds, 1.7% hits. inhibition, % at 20 µM;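 active means inhibition of at least 50% at 20 µM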
LMP1 NFkB inh: reduces LMP1-driven NF-kappaB luciferase signal. LMP1-induced NF-kappaB luciferase reporter cells, luminescence. inhibition, % at 12.5 µM. 350,000 compounds, 0.69% hits; in the data active means inhibition above about 41%; inconclusive means no clear call, values can overlap the other calls;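 further: 0% = neutral control wells and 100% = reference inhibitor control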
C8 TRAIL sens: caspase-8 TRAIL sensitization. NB7+C8 cells + TRAIL, ATPlite viability luminescence. inhibition (viability loss, TRAIL sensitization), % at 10 µM. AID 624354. 360,000 compounds, 1% hits;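 active means compounds causing at least 50% loss of cell viability in the single-dose screen, relative to plate controls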
NR2E3 ag-1: agonists of human nuclear receptor NR2E3; Q9Y5X4; GST-NR2E3/biotin-RetCOR TR-FRET, 1536-well; inhibition of corepressor binding, % at 4.78 µM; 320,000 compounds, 0.12% hits; AID 2300;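 active means percent inhibition above the cutoff of mean plus 3 SD of all tested compounds, set per screening campaign, cut at about 20% in these data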;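 further: 0% = DMSO wells and 100% = biotin wells as full block of FRET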
Target sequence (Q9Y5X4 whole entry, looked up): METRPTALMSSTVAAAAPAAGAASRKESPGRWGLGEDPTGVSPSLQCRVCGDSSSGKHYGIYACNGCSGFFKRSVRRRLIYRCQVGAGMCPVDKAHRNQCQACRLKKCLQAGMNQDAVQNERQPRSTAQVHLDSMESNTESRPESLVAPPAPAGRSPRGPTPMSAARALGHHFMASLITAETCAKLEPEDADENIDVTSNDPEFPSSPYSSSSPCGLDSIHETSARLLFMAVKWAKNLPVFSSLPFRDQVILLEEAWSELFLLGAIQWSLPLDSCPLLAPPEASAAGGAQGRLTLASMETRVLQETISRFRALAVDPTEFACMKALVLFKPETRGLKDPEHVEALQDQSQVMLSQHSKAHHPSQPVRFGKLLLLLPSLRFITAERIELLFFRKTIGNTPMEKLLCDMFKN
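Material: NR2E3–RetCOR corepressor complex / Incubation: Compound–protein incubation for 5 h at 4 °C / Dosing: compound at 4.8 µM, single dose / Detection: time-resolved FRET / Benchmarks: high control biotin, low control 0.6% DMSO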
NR2E3 ag-2: activates human NR2E3 receptor; CHO-S Gal4-NCOR/VP16-NR2E3 two-hybrid, luciferase; inhibition of corepressor binding, % at 3.98 µM; 360,000 compounds, 0.35% hits; AID 602229;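 active means inhibition above the mean of all tested compounds plus 3 SD, cut at about 70% in these data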;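 further: 0% = DMSO with NR2E3 transfected cells and 100% = cells lacking NR2E3 construct; higher means lower luciferase signal from less NR2E3 corepressor binding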
Starred values were filed as active, the others as inactive; ? = inconclusive; nt = not tested or not shown. Some of the compounds tested; the hit share may differ from the screen's.

SMILES	KKLEB cytotox	Shn3 inh set2	CF NFkB inh	HIF-2a block	iPSC survival up	TRPM1 prom inh	Peg3 prom inh	LMP1 NFkB inh	C8 TRAIL sens	NR2E3 ag-1	NR2E3 ag-2
CCC(Oc1ccccc1)C(=O)Nc1ccc(C)c(S(=O)(=O)N2CCOCC2)c1 (configuration not stated)	-9	15	-14	22	-0.5	3	9	5	-4	-1	13
COc1cccc(N2CC(=O)N(NC(=O)CSc3nc(C)cc(C)c3C#N)CC2=O)c1	12	-18	-12	18	3.2	11	7	0	-5	1	7
CCN(CC(=O)Nc1cccc(OC)c1)CC(=O)Nc1ccc(Br)c(C)c1	10	3	-8	-5	0.7	11	23	-9	3	-1	-3
CS(=O)(=O)N(Cc1nc(-c2ccc(F)cc2)no1)c1ccccc1Cl	2	15	3	-1	0.8	-1	-5	-4	12	-1	0
Cc1cc(CNC(=O)c2cccc3c2C(=O)c2ccc(-c4ccc(F)cc4OCc4ccccc4)cc2S3(=O)=O)c(C(F)(F)F)o1	-3	19	-21	-3	-2.2	0	2	-1	7	nt	-27
O=C(Nc1ccc(Oc2ccsc2C(=O)O)cc1)c1ccccc1	11	-14	8	17	-0.3	-6	-9	7	-2	0	-22
CCOC(=O)c1c(NC(=O)CN2CCN(C)CC2)sc(C(=O)Nc2ccccc2)c1C	10	-5	5	-150	-0.8	-26	-80	2	17	-3	-54
COc1ccc(CCN=C2SCC(=O)N2Cc2ccccc2)cc1OC	-4	1	20	-16	-1.8	-2	-1	7	-1	4	-13
COc1ccc(NC(=O)COC(=O)c2ccc(S(=O)(=O)N(C)c3ccccc3OC)cc2)cc1	3	3	9	-12	0.7	2	-11	2	-9	nt	-9
Cc1onc(-c2ccccc2)c1C(=O)NCc1ccccc1F	4	-8	-7	16	-0.6	4	2	0	10	2	15
CCOC(=O)c1cc2c(C)[nH]c(C)c2cc(C(=O)OCC)c1=O	-2	-1	-21	17	0.9	-1	22	-7	-17	-3	14
COc1ccccc1-c1coc2c(CN3CCN(CCO)CC3)c(O)ccc2c1=O	-4	-22	-2	-8	6.2	-2	9	-11	-24	0	13
CC(C)C1N(C(=O)N2CCOCC2)CCN1S(=O)(=O)c1ccccc1 (configuration not stated)	-2	-3	3	-2	-0.2	-4	-9	0	7	1	-48
CC(C)c1ccc(S(=O)(=O)N2CCN(C(=O)c3ccc(N4CCCC4)c([N+](=O)[O-])c3)CC2)cc1	1	12	6	-12	0.4	3	33	2	21	-1	0
Cc1cc(C)cc(N(C(=O)CNC(=O)c2ccco2)C(C(=O)NC2CCCCC2)c2cccnc2)c1 (configuration not stated)	1	-23	-4	2	-0.4	-3	6	-3	-1	0	-33
Cc1nn(Cc2ccccc2Cl)c2sc(C(=O)NCc3ccc4c(c3)OCO4)cc12	6	6	9	-26	9.1	-9	-12	5	-10	1	0
CCOC(=O)c1c(C)oc2ccc(OCc3cc(C(=O)OC)oc3C)cc12	-11	-2	14	17	1.8	2	21	2	5	3	-31
CCN1C(=O)C2(SC(NC(C)=O)=NN2C(C)=O)c2cc(C)ccc21 (configuration not stated)	-8	-11	12	4	-2.3	13	18	1	-10	-2	6
COc1ccc(C)cc1NC(=O)CSc1nc2scc(C)c2c(=O)[nH]1	-4	14	-90	8	-0.2	12	6	12	-10	0	84*
O=C(O)c1ccc(C=NNC(=O)c2cccc3ccccc23)cc1	0	5	10	6	-0.4	-2	-1	?	1	nt	-3
Cc1coc(C)c1C(=O)CC1(O)C(=O)Nc2cc(Cl)cc(Cl)c21 (configuration not stated)	-3	0	-4	11	-1.3	16	11	6	-5	1	-4
O=C(Cc1ccccc1)NNC(=O)Nc1cccc(Cl)c1	-3	-4	20	23	-1.6	-3	0	2	-11	0	1
COc1ccc(NC(=O)O/N=C/c2c(C)nn(C(C)(C)C)c2C)cc1	-1	-36	-16	-148	-0.5	-70	-187	-17	27	1	-25
CCN(C(=O)CCS(=O)(=O)c1cccc2nonc12)c1ccc(C)c(C)c1	10	-13	8	8	-0.5	9	7	-9	-13	1	-18
COCCCNC(=O)c1ccc2nc([C@@H]3O[C@H](CO)[C@H](O)[C@H](O)[C@H]3O)[nH]c2c1	-7	1	-10	13	0.7	nt	2	nt	-1	nt	-4
COc1cccc(N(C(=O)CNC(=O)c2ccco2)C(C(=O)NC2CCCCC2)c2ccncc2)c1 (configuration not stated)	-4	-29	3	-10	1.6	-5	1	1	16	0	-20
O=C(N/N=C/c1cn(-c2ccccc2)nc1-c1ccc2c(c1)OCCO2)c1ccncc1	2	-74	8	-164	2.3	-7	-275	-15	-4	-6	-90
Cn1c(C(=O)c2ccccc2)nc2ccccc21	10	-22	-16	-128	-0.2	-28	-48	-6	-14	2	-48
C/C(CCc1ccccc1)=N\NC(=O)COc1ccccc1C	5	0	12	10	-1.2	3	13	0	-7	1	-18
CCOc1ccccc1NC(=O)Nc1cccc(NC(C)=O)c1	4	-9	-8	4	-0.8	-22	-2	-7	15	4	-21
O=C(CSc1nnc2scc(-c3ccccc3)n12)Nc1nsc(-c2ccc(Cl)cc2)n1	-5	57	10	-9	0.6	7	10	14	18	5	3
[O-][n+]1c2cc(C(F)(F)F)ccc2c2n1CCN=C2c1ccc(Cl)cc1	10	-8	-16	-33	1.8	13	-38	-13	-7	2	12
CC(C)N(C(=O)Cn1cc(S(=O)(=O)CC(=O)NCCc2ccccc2)c2ccccc21)C(C)C	-15	1	14	-5	2.6	nt	6	2	-9	nt	-21
O=C(CN1C(=O)c2ccccc2C1=O)NCC(=O)Nc1ccccc1	18	15	-13	14	-2.5	-7	14	-9	-3	nt	1
CCN(c1ccccc1)S(=O)(=O)c1ccc2c(c1)CCCN2C(C)=O	0	-4	11	12	-0.4	-15	0	-9	5	1	0
Cc1nc(C)c(C(=O)N/N=C/c2cc(Br)ccc2O)s1	4	nt	4	7	0.4	63*	50*	21	12	1	-79
COc1cc(NC(=O)c2cc(OC)c(OC)c(OC)c2)c(OC)cc1NC(=O)CN1CCCCC1	-6	-5	4	-24	-0.8	-3	-11	1	6	0	-17
Nc1nc(C23CC4CCC(CC(C4)C2)C3)cs1	-8	0	0	13	0.9	4	11	-11	-6	1	-8
COc1cc(CCC(=O)NCc2ccc(S(N)(=O)=O)cc2)cc(OC)c1OC	-20	-1	1	6	1.1	-3	-1	-5	-19	1	5
O=C(Nc1ccccc1F)NC1CCN(Cc2nnnn2Cc2ccc(F)cc2)CC1	9	5	-24	10	-2.3	2	11	-11	-3	1	-5
COc1ccc(OC)c(S(=O)(=O)N(C)CC(=O)Nc2ccc3c(c2)OCCO3)c1	-10	27	7	10	-1.2	6	3	-4	-10	3	1
O=C(NCCc1ccccc1)C1CCN(C(=O)c2sccc2-n2cccc2)CC1	-11	-3	14	-18	-0.5	nt	2	3	-21	1	-4
COc1ccc(C)cc1NC(=O)NCc1ccc(F)cc1	15	4	-9	-8	0.3	18	0	-4	7	3	-23
COCCNc1nnc(SCC(=O)NC(=O)c2ccccc2)s1	14	-37	-18	4	-0.4	-5	-8	40	-10	-4	-11
CCOC(=O)c1cc2[nH]c3ccccc3c2[n+](-c2ccc([N+](=O)[O-])cc2)c1C	-10	27	-42	4	-1.4	-4	-17	1	15	0	-21

Ordered by number of heavy atoms (falling): 4 of the compounds above.
SMILES	KKLEB cytotox	Shn3 inh set2	CF NFkB inh	HIF-2a block	iPSC survival up	TRPM1 prom inh	Peg3 prom inh	LMP1 NFkB inh	C8 TRAIL sens	NR2E3 ag-1	NR2E3 ag-2
O=C(CSc1nnc2scc(-c3ccccc3)n12)Nc1nsc(-c2ccc(Cl)cc2)n1	-5	57	10	-9	0.6	7	10	14	18	5	3
O=C(NCCc1ccccc1)C1CCN(C(=O)c2sccc2-n2cccc2)CC1	-11	-3	14	-18	-0.5	nt	2	3	-21	1	-4
[O-][n+]1c2cc(C(F)(F)F)ccc2c2n1CCN=C2c1ccc(Cl)cc1	10	-8	-16	-33	1.8	13	-38	-13	-7	2	12
Nc1nc(C23CC4CCC(CC(C4)C2)C3)cs1	-8	0	0	13	0.9	4	11	-11	-6	1	-8

Remaining list, next part
SMILES	KKLEB cytotox	Shn3 inh set2	CF NFkB inh	HIF-2a block	iPSC survival up	TRPM1 prom inh	Peg3 prom inh	LMP1 NFkB inh	C8 TRAIL sens	NR2E3 ag-1	NR2E3 ag-2
Cc1ccsc1/C=N\NC(=O)c1ccc2c(c1)OCO2	0	-37	6	-138	-2.3	-37	-219	5	48	0	-75
COC(=O)c1cccc(NC(=O)c2cccc(OC)c2)c1	2	-13	-7	-134	-2.8	-49	-188	-10	0	1	-50
O=C1C=C(c2ccc(O)cc2)C[C@@H](c2ccc3c(c2)OCO3)C1	2	1	-3	1	-0.2	0	4	14	12	2	-6
Cc1nn(Cc2c(Cl)cccc2Cl)c(C)c1NC(=O)c1cc(C(C)C)on1	-1	67	35	-13	3.3	1	15	8	16	7	8
NC(=O)C1CCN(C(=O)C2CCC(=O)N(C3CCCCCC3)C2)CC1 (configuration not stated)	-6	-23	-20	5	0.3	-8	-5	11	-19	0	6
C/C(=N\NC(=O)c1sccc1C)c1ccncc1	-17	-82	1	-188	0.4	-66	-212	0	-13	-1	-147
COc1ccccc1CCC(=O)OCC(=O)N1CCN(S(=O)(=O)c2ccc(C)cc2C)CC1	2	-3	-11	15	-0.4	4	9	1	15	-8	-9
CCOc1ccccc1NC(=O)c1nc(S(=O)(=O)Cc2ccccc2)ncc1Cl	-31	96*	80*	90*	12	78*	99*	-30	96*	-1	-37
Cc1noc(C)c1C(=O)N1CCN(CCc2ccccc2)CC1	-6	6	1	9	3.0	-14	13	-2	-4	3	-7
Cc1cccc(CN2CCC(C(=O)Nc3ccc(-n4nc(C)cc4C)cc3)CC2)n1	17	-32	-20	9	-0.3	10	1	1	-2	-3	-9
Cc1nc2c3c(sc2c(=O)[nH]1)NC(=O)CC3c1ccccc1Cl (configuration not stated)	-14	-7	-29	3	0.4	-1	-16	-3	1	5	-36
N#CCSc1nccc(/C=C/c2ccccc2)n1	10	-29	-35	-137	7.4	-8	-104	7	-8	3	-41
O=C1CC(c2ccccc2)CC(O)=C1C=NCCN1CCN(C(=O)Nc2ccccc2)CC1 (configuration not stated)	3	-24	-4	4	0.7	5	-11	-3	-4	2	-6
COC(=O)Nc1ncc(CN2CCC(c3ccccc3)CC2)s1	-7	-13	1	16	0.9	-1	15	-3	-2	0	-2
CN(C)C(=O)Cn1cnc2c(cnn2-c2ccccc2Cl)c1=O	10	4	1	1	-2.4	1	10	11	-3	1	1
O=C(CSc1nccn1-c1cccc(Cl)c1)Nc1ccc2c(c1)OCCO2	-15	-13	4	-50	1.1	nt	-9	3	-4	3	-14
CC(=O)NCCOc1nc(N(C)C)nc(N2CCCCC2)n1	6	2	-4	-2	-0.6	-2	0	0	-3	6	-5
